IDH1 R132H inh: blocks human mutant IDH1 R132H enzyme; O75874; IDH1-R132H enzyme, NADPH consumption, diaphorase/resazurin fluorescence; Potency, µM (highest dose often 76.6 µM), inactives show at the top dose activity change, negative = inhibition, most hits filed as inhibitors; actives 0.093% (n = 390,000); AID 602179; further: potency means the concentration at half of the fitted maximal effect; on the % scale 0 is the no-effect control and ±100 the full control effect; nearly all actives have a fitted effect of over 65% in size
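IDH1-R132H (0.5 ug/mL) preincubated 30 min with compound, then NADPH (0.016 mM) and alpha-KG (2 mM) added; 80 min at RT, pH 7.5. Remaining NADPH coupled via diaphorase/resazurin to fluorescence (540/590 nm); concentration-response curves normalized to no-enzyme control.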
Pin1 inh: human Pin1 inhibition; Potency, µM (titrated, usually from 115 µM), without a hit: top-dose activity, negative = inhibition, most hits filed as inhibitors; AID 504891; Q13526; actives 0.009% (n = 390,000); Pin1 FP peptide displacement, HiFluor488, 10 min; active means well fitted inhibition curve with a large enough effect in the polarisation, with a control signal flat, not every such curve was filed as active; inconclusive means small, poorly fitted or top-dose-only effect, or effect the other way, or a change in a side signal; inactive means no such curve, though single readings can be large or run the other way; the % refers to the polarisation; further: potency means the concentration at half of the fitted maximal effect; on the % scale 0 is the no-effect control and ±100 the full control effect
TrxR1 substrate: is turned over as a substrate by rat TrxR1. Potency, µM (titrated, usually from 114 µM), for inactives: at the highest dose activity change, negative = substrate turnover. purified TrxR1 substrate turnover, NADPH consumption readout. O89049. AID 588456. actives 0.01% (n = 390,000); further: potency means the concentration at half of the fitted maximal effect; on the % scale 0 is the no-effect control and ±100 the full control effect; nearly all actives have a fitted effect of over 50% in size
Target sequence (O89049 whole entry, looked up): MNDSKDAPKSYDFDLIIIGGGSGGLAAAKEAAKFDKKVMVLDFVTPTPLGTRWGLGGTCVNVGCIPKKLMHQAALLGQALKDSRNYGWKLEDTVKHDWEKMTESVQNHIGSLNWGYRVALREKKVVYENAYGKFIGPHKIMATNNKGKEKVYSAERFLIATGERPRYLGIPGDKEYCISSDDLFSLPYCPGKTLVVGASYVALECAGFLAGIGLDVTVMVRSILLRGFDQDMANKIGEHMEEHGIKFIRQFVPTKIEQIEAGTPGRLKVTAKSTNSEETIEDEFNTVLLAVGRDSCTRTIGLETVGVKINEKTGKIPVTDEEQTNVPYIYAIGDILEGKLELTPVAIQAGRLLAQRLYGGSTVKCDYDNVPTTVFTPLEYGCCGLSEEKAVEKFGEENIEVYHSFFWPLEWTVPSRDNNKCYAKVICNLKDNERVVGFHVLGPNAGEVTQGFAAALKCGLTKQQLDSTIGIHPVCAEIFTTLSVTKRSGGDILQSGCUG
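Rat TrxR1, dispensed at 90 nM, was prereduced with 400 uM NADPH (final) for 5 min at ~22 deg C, then incubated with compound 15 min before 400 uM selenite. A first-read NADPH fluorescence drop versus no-compound background flagged substrates.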
TrxR1 inh: rat TrxR1 inhibition; O89049; recombinant rTrxR1, NADPH fluorescence consumption, selenite substrate; Potency, µM (highest dose often 114 µM), for inactives: at the highest dose activity change, negative = inhibition, actives largely listed as inhibitors; actives 1% (n = 390,000); further: potency means the concentration at half of the fitted maximal effect; on the % scale 0 is the no-effect control and ±100 the full control effect; nearly all actives have a fitted effect of over 65% in size
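Rat TrxR1 (90 nM in the dispensed reagent) was pre-reduced with 400 uM NADPH for 5 min at room temperature, then incubated with compound for 15 min. After 400 uM selenite was added, NADPH fluorescence (Ex 340/Em 450 nm) was followed for 8 min.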
PI4K2A inh: inhibitors of human PI4K2A. Q9BTU6. actives 0.13% (n = 420,000). activity change, negative = inhibition, % at 76.9 µM. purified PI4K2A, ADP-Glo luminescence, 1 h; stronger effect = lower value; in the data active means activity change below about -50%; inconclusive means mostly about -30% to -49%;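 further: -100% = wells without enzyme as full effect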
Target sequence (Q9BTU6 whole entry, looked up): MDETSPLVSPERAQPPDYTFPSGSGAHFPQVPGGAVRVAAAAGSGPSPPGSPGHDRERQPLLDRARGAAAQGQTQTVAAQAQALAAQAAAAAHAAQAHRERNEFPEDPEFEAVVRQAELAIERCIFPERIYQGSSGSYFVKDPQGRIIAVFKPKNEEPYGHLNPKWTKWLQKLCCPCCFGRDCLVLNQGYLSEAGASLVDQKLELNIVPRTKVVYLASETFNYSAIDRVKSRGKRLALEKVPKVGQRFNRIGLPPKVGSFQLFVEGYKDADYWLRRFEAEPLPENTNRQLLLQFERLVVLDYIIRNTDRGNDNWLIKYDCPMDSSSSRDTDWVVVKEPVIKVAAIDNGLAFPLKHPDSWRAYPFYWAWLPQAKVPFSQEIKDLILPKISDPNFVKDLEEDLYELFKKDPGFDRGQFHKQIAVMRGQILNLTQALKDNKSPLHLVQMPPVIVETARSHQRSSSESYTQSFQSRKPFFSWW
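In this quantitative HTS, ADP production by PI4K2A was quantified luminescently after 1 h at ambient temperature; 100 microM adenosine served as plate-quality control.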
USP1-UAF1 inh: blocks the human USP1/UAF1 deubiquitinase complex | AID 743255 | recombinant USP1/UAF1, Ub-Rhodamine cleavage fluorescence | O94782 | actives 0.23% (n = 390,000) | Potency, µM (doses to about 57.1 µM), inactives show at the top dose activity change, negative = inhibition, actives largely listed as inhibitors; further: potency means the concentration at half of the fitted maximal effect; on the % scale 0 is the no-effect control and ±100 the full control effect; nearly all actives have a fitted effect of over 60% in size; inactives centre near -12
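Step one: compound is pinned into 1nM USP1/UAF1 in HEPES pH 7.8 buffer with TCEP. Step two: 15 min room-temperature incubation. Step three: Ub-Rho (150nM final) starts cleavage, tracked by fluorescence over six one-minute reads.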
PGK inhibitor: blocks T. brucei phosphoglycerate kinase; PGK/GAPDH coupled, Kinase-Glo luminescence, 60 min; Potency, µM (titrated, usually from 57.5 µM), for the others: at the top dose activity change, negative = inhibition, hits mostly inhibitors; actives 0.043% (n = 380,000); AID 602233; further: potency means the concentration at half of the fitted maximal effect; on the % scale 0 is the no-effect control and ±100 the full control effect; nearly all actives have a fitted effect of over 60% in size
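Luminescent ATP detection (Kinase-Glo Plus) follows a 60-minute room-temperature incubation, with wells lacking PGK as controls. Buffer: 100 mM TEA (pH 7.6), 5 mM MgCl2, 0.01% Tween-20. Coupling enzyme GAPDH (100 nM final) supplies unstable 1,3-BPG in-well.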
GLS inhibitor: glutaminase GLS (human) inhibition. Potency, µM (titrated, usually from 45.5 µM), without a hit: at the highest dose activity change, negative = inhibition, usual class: inhibitors. GLS enzymatic activity, qHTS titration. O94925. actives 0.21% (n = 410,000); further: potency means the concentration at half of the fitted maximal effect; on the % scale 0 is the no-effect control and ±100 the full control effect
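Assay buffer: 45 mM KH2PO4 pH 8.2, 0.02% Tween-20. hKGA acts on L-glutamine (1 mM solution added); product glutamate is reported by an oxidase/peroxidase Amplex Red coupling, with fluorescence taken at baseline and 30 min.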
HP1b binding inh: blocks HP1-beta chromodomain binding to methylated histone tails. AlphaScreen HP1-beta / biotin-H3K9me3 peptide binding. Potency, µM (top dose mostly 114 µM), for inactives: top-dose activity change, negative = inhibition, actives largely listed as inhibitors. actives 0.56% (n = 390,000); further: potency means the concentration at half of the fitted maximal effect; nearly all actives have a fitted effect of over 70% in size; inactives centre near 23
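Compound inhibition of the preformed complex between 50 nM HP1-beta and 50 nM biotinylated H3K9me3 peptide was read by AlphaScreen. Buffer was PBS pH 7.4 with 0.01% Tween-20. Incubations ran 30 min at room temperature, with 10 ug/mL donor/acceptor beads.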
An asterisk follows results filed as active; i = inactive; ? = inconclusive; / = not tested or not shown; [ ] = dose if it differs, or a comment. Unless noted, the call rests on the fitted dose curve; in most records, active means well fitted curve in the direction sought with a large enough effect; inconclusive means small, poorly fitted or top-dose-only effect, or another doubt; inactive means no such curve, though single readings can be large; an effect the other way counts as inactive or inconclusive. A portion of the library; count on the stated rates, not on these rows.

nr	smiles	TrxR1 inh	PGK inhibitor	TrxR1 substrate	HP1b binding inh	PI4K2A inh
1	COc1ccc(C(=O)c2c[nH]c(C(=O)NCC3CCCO3)c2)cc1 (centres undefined)	23%[57.1 µM]	-13%	15%[57.1 µM]	9%	-2
2	O=C(Nc1ccc(S(=O)(=O)N2CCOCC2)cc1)C1CC(=O)N(c2ccc(F)cc2)C1 (centres undefined)	20%	i	7%	41%	-1
3	CCOc1cc(CN2CCCCC2)ccc1OC	-3%	3%	-7%	10%	4
4	Cc1ccc(-c2csc(NC(=O)COC(=O)c3cccc(S(=O)(=O)N4CCOCC4)c3)n2)cc1	0%	i	-9%	0%	-4
5	COc1ccc(-c2c(C#Cc3ccsc3)c3cc(Br)ccc3n2C)cc1	23%[57.1 µM]	-8%	24%[57.1 µM]	67%[activator]	-2
6	O=C(CNCc1cccnc1)Nc1cc(C(F)(F)F)ccc1N1CCOCC1	3%	i	-7%	?	10
7	CCOC(=O)Nc1ccc(OCc2nnc3c4ccccc4c(C)nn23)cc1	12%[57.1 µM]	-8%	3%[57.1 µM]	14%	1
8	O=C1C=C(N2CCCCCC2)C2(CCCCC2)O1	-13%	-6%	-12%	-18%	3
9	Cc1ccc(CN2C(=O)CCC2C(=O)NCc2ccc(F)cc2)cc1 (centres undefined)	8%	-1%	7%	13%	-9
10	COc1ccc(C(CNC(=O)c2cccn2C)N2CCOCC2)cc1 (centres undefined)	12%	-6%	-3%	31%	-4
11	CCc1ccccc1NC(=S)NC1CC2CCC(C1)N2Cc1ccco1 (centres undefined)	?	-1%[11.5 µM]	12%	25%	3
12	CC(C)CCn1c(=O)c2ccccc2n2c(CCl)nnc12	22µM*	1%	13%[57.1 µM]	23%	4

nr	GLS inhibitor	USP1-UAF1 inh	IDH1 R132H inh	Pin1 inh
1	1%	-3%	-2%	25%
2	-6%	-17%	9%	2%
3	0%	3%	1%	-11%
4	4%	-12%	0%	7%
5	1%	-23%	-7%	27%
6	3%	-5%	-5%	0%
7	-5%	-17%	7%	-3%
8	4%	-14%	-12%	-7%
9	3%	-25%	4%	0%
10	6%	-18%	-6%	11%
11	10%	-25%	-4%	0%
12	9%	0%	12%	1%

Going on with the list:
nr	smiles	TrxR1 inh	PGK inhibitor	TrxR1 substrate	HP1b binding inh	PI4K2A inh
13	CCc1cc2cc(C)cc(C)c2nc1Cl	3%[57.1 µM]	-3%	6%[57.1 µM]	183%[activator]	2
14	Cc1ccc(-n2[nH]c(C)c(/C=N/c3ccccn3)c2=O)cc1	-1%	1%	1%	20%	-1
15	CCOc1ccc(CCNC(=O)CCC(=O)N2CCOc3ccccc32)cc1OCC	12%[57.1 µM]	-6%	4%[57.1 µM]	5%	-4
16	Cc1cccc(OCC(=O)NNC(=O)CCc2ccccc2)c1	2%[57.1 µM]	2%	6%	7%	-2
17	CN(c1ccc(Br)cc1)S(=O)(=O)c1ccc2[nH]cc(C(=O)NCCN3CCOCC3)c(=O)c2c1	6%	-1%	8%	50%[activator]	0
18	CCOc1ccc(S(=O)(=O)N(CC(=O)NN=C2CCN(C)CC2)c2ccc(C)cc2)cc1	8%	-4%	-2%	15%	2
19	CN1CCN(S(=O)(=O)c2ccc(N3CCN(S(=O)(=O)c4cccs4)CC3)nc2)CC1	11%[57.1 µM]	i	2%[57.1 µM]	10%	-3
20	O=C(c1ccc(-n2cccn2)cc1)N1CCc2ccccc2C1	24%	i	4%	5%	0
21	COc1ccc(-n2c(Cn3nc(C(F)(F)F)cc3C)n[nH]c2=S)cc1	?	4%	2%	27%	-2
22	CCc1ccc(NC(=O)C2CCN(S(=O)(=O)c3ccc4[nH]c5c(c4c3)CCCCC5)CC2)cc1	22%[57.1 µM]	7%	3%[57.1 µM]	27%	-1
23	COc1ccc(S(=O)(=O)NC(C)C(=O)N2CCCC2)cc1C (centres undefined)	4%	i	-4%	32%	1
24	CCOC(=O)CSC1=Nc2ccccc2C2=NC(CC(=O)NCc3ccc(OC)cc3)C(=O)N12 (centres undefined)	21%[57.1 µM]	-10%	8%[57.1 µM]	20%	1

nr	GLS inhibitor	USP1-UAF1 inh	IDH1 R132H inh	Pin1 inh
13	5%	-18%	7%	-5%
14	0%	-1%	2%	2%
15	-1%	-27%	3%	-4%
16	0%	-15%	-8%	3%
17	-6%	-21%	3%	-1%
18	11%	5%	3%	-8%
19	3%	-9%	0%	3%
20	-2%	-15%	22%	1%
21	-5%	-12%	-2%	1%
22	4%	?	25%	12%
23	2%	-11%	6%	-8%
24	2.2µM*	-7%	-1%	0%

Reformatted: results already given.
Values in the order – TrxR1 inh, PGK inhibitor, TrxR1 substrate, HP1b binding inh, PI4K2A inh, GLS inhibitor, USP1-UAF1 inh, IDH1 R132H inh, Pin1 inh
[15] CCOc1ccc(CCNC(=O)CCC(=O)N2CCOc3ccccc32)cc1OCC
  12%[57.1 µM], -6%, 4%[57.1 µM], 5%, -4, -1%, -27%, 3%, -4%
[16] Cc1cccc(OCC(=O)NNC(=O)CCc2ccccc2)c1
  2%[57.1 µM], 2%, 6%, 7%, -2, 0%, -15%, -8%, 3%
[17] CN(c1ccc(Br)cc1)S(=O)(=O)c1ccc2[nH]cc(C(=O)NCCN3CCOCC3)c(=O)c2c1
  6%, -1%, 8%, 50%[activator], 0, -6%, -21%, 3%, -1%
[18] CCOc1ccc(S(=O)(=O)N(CC(=O)NN=C2CCN(C)CC2)c2ccc(C)cc2)cc1
  8%, -4%, -2%, 15%, 2, 11%, 5%, 3%, -8%
[19] CN1CCN(S(=O)(=O)c2ccc(N3CCN(S(=O)(=O)c4cccs4)CC3)nc2)CC1
  11%[57.1 µM], i, 2%[57.1 µM], 10%, -3, 3%, -9%, 0%, 3%

(more compounds)
nr	smiles	TrxR1 inh	PGK inhibitor	TrxR1 substrate	HP1b binding inh	PI4K2A inh
25	COc1ccc(N2CCN(S(=O)(=O)c3cc4c5c(c3)C(C)C(=O)N5CCC4)CC2)cc1 (centres undefined)	-1%	-2%	-8%	10%	0
26	CCOc1ccccc1C1CC(=O)Nc2cc3c(cc21)OCCO3 (centres undefined)	22%	-9%	1%	-6%	1
27	COc1nc(C)cc(C)c1S(=O)(=O)c1ccc(Cl)cc1	16%	1%	6%	45%[activator]	9
28	COc1n[nH]c(C(=O)Nc2nc3ccccc3s2)c1[N+](=O)[O-]	9%[57.1 µM]	i	-7%[57.1 µM]	30%	-1
29	O=C(C1CCCO1)N1CCC(O)(c2ccccc2)CC1 (centres undefined)	3%	7%	6%	39%[activator]	3
30	Cc1ccc(S(=O)(=O)/N=C/c2ccc(N(C)C)cc2)cc1	-4%	-13%	-4%	19%	1
31	O=C(O)c1ccccc1-c1ccccc1C(=O)Nc1ccc(-c2nc3cc(Cl)ccc3o2)cc1	-17%	0%	-4%	3%[57 µM]	-1
32	CCn1c(=O)c(C(=O)NNC(=O)c2ccc(Cl)cc2Cl)c(O)c2ccccc21	13%	10%	4%	51%[activator]	2
33	O=C(COC(=O)C1c2ccccc2Oc2ccccc21)Nc1ccc2c(c1)OCO2	-3%	-7%	-1%	30%	-3
34	CC(=O)c1ccc(OCc2cc(C(=O)NCC3CCCCO3)no2)cc1 (centres undefined)	1%	i	-7%	14%	7
35	Cc1ccc(NC(=O)CS(=O)CC(=O)Nc2cccc(C)c2C)cc1F (centres undefined)	-2%	i	-11%	2%	1
36	CC(C)Oc1ccc(C(CCNCc2ccc(O)cc2)c2ccccc2)cc1 (centres undefined)	16%	-7%	-2%	16%	-4
37	Cc1cn(C)c(CC(=O)N2CCN(c3cccc(C(F)(F)F)c3)CC2)c1C(=O)O	-16%[57.1 µM]	-8%	-8%[57.1 µM]	18%	1
38	CC(C)CCN1CCC(n2nccc2NC(=O)C2CCOC2)CC1 (centres undefined)	2%	6%	2%	7%	4
39	CC(C)OCCCn1c(=S)[nH]c2ccc(N3CCOCC3)cc2c1=O	0%	0%	18%	34%	5

nr	GLS inhibitor	USP1-UAF1 inh	IDH1 R132H inh	Pin1 inh
25	14%	-15%	2%	3%
26	1%	-13%	6%	?
27	-10%	-25%	0%	-4%
28	34%[activator]	-5%	2%	-1%
29	20%	1%	-4%	4%
30	13%	-14%	2%	6%
31	9%	-19%	1%	/
32	14%	-6%	0%	1%
33	-10%	-21%	8%	-3%
34	1%	-12%	0%	-3%
35	-13%	0%	11%	4%
36	17%	-23%	-9%	0%
37	11%	?	15%	-11%
38	-1%	-22%	16%	-6%
39	0%	-14%	2%	-3%
